PglD DTNB: blocks C. jejuni PglD acetyltransferase activity; purified PglD enzyme, DTNB colorimetric CoA detection; inhibition, % at 12.5 µM; actives 0.098% (n = 360,000); AID 602405; in the data active = inhibition above about 16%, passing the limit was not always enough; inconclusive = no clear call, values can overlap the other calls; note: strong numbers were not always called active
S100A4 MyoIIA: blocks human S100A4 binding to myosin IIA peptide; S100A4/TAMRA-MyoIIA peptide fluorescence polarization; inhibition, % at 10.7 µM; AID 652163; actives 0.14% (n = 360,000);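 active = mean inhibition of at least 70% across replicates, with every replicate also reaching that level; inconclusive = mean inhibition reaches 70% but some replicates fall short; inactive = mean inhibition below 70%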
Target sequence (P26447 whole entry, looked up): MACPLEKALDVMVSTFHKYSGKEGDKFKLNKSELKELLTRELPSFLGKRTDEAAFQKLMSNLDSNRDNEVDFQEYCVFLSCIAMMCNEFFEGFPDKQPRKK
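Material: S100A4 monomer (human). Medium: Calcium-containing HEPES buffer, pH 7.2. Probe or stimulus: labelled myosin peptide probe, 5 nM. Compound dosing: one concentration per compound. Timing: polarization read 5 min after assay mix addition, stable 5–60 min. Benchmarks: DMSO as neutral control, TFP as positive control.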
SIRT5 inh: blocks human SIRT5 desuccinylation of peptide; Q9NXA8; Purified SirT5, succinyl-peptide AMC, trypsin-coupled fluorescence; inhibition, % at 15 µM; actives 1.1% (n = 330,000); in the data active = inhibition above about 15%; inconclusive = no clear call, values can overlap the other calls
DENV2 CPE rescue: DENV2-induced cell death inhibition. DENV2-infected cells, cytopathic effect rescue, plate reader. CPE inhibition, % at 9.99 µM. actives 1.7% (n = 350,000). AID 651640; in the data active = CPE inhibition above about 20%, passing the limit was not always enough; inconclusive = no clear call, values can overlap the other calls; tested in BHK-21 cells;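 note: 0% = median of neutral control wells and 100% = median of positive control wells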
E-sel inducer: induces E-selectin expression in human endothelial cells. HUVEC E-selectin immunofluorescence imaging; normalized: neutral wells 0, TNF-alpha wells 100. activation, % at 7.58 µM. actives 0.37% (n = 260,000). AID 686992;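 active = mean E-selectin-positive cell signal at least 10% of the positive control, reached in at least 60% of replicates, without over 20% cell loss; inconclusive = no rule given, readout overlaps actives, possibly toxicity-flagged; inactive = the rest, including those meeting only one limit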;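 note: in these data hits start at about 27%; measured in HUVEC primary endothelial cells; signal is the percent of cells scored E-selectin positive by PE staining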
Target sequence (P16581 whole entry, looked up): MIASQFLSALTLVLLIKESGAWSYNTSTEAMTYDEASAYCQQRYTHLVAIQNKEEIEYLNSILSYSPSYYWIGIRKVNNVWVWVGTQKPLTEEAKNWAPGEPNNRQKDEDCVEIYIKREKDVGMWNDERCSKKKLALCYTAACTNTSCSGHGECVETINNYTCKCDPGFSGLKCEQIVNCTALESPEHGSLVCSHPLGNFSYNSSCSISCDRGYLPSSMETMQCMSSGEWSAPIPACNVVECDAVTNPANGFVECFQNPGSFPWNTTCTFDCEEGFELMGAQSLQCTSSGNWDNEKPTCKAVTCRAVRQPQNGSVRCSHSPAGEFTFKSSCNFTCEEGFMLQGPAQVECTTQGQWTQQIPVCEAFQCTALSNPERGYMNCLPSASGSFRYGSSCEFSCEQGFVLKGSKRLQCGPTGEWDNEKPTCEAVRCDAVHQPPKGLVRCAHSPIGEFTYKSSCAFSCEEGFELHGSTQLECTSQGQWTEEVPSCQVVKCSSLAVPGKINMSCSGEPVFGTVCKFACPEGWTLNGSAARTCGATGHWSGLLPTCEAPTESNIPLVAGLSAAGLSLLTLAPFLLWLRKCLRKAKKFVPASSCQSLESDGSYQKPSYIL
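System: HUVEC, human umbilical vein endothelial cells; quantity: 3,000 cells/well; buffer or medium: EGM-2 medium, gelatin-coated wells; dosing: single-point compound dose; detection: immunofluorescence imaging; evaluation: % PE-positive cells; benchmarks: TNF-alpha, DMSO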
Statin myotox sup: protects C2C12 myotubes from simvastatin toxicity. actives 0.78% (n = 330,000). ATP luminescence, 48 h; scaled: DMSO 0, geranylgeraniol control 100. rescue of ATP level, % at 7.49 µM;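 active = mean ATP rescue above about 67%, or every replicate alone reaching that limit, limit read from the data, passing the limit was not always enough; inconclusive = no clear call, values can overlap the other calls; inactive = mean under the limit and some replicate under it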;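 note: myotubes were challenged with 10 µM simvastatin during compound exposure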
ERp5 inh: blocks human ERp5 reductase activity on insulin; Q15084; ERp5 insulin aggregation, absorbance 650 nm, 90 min; inhibition, % at 9.99 µM; actives 0.05% (n = 350,000);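 active = mean replicate inhibition above about 25%, with every replicate also reaching it, limit read from the data, passing the limit was not always enough; inconclusive = only one of those two criteria met; inactive = neither criterion met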
Active calls of the source: *; u = inconclusive; x = not tested or not shown.

SMILES	PglD DTNB	S100A4 MyoIIA	SIRT5 inh	DENV2 CPE rescue	E-sel inducer	Statin myotox sup	ERp5 inh
COc1ccc(C=NNC(=O)CCCC(=O)NN=Cc2ccc(OC)c(O)c2)cc1O	0	8	x	3	0.1	8	7
Cc1ccc(CNC(=O)c2ccc(S(=O)(=O)Nc3c(C)n(C)n(-c4ccccc4)c3=O)cc2)cc1	4	0	6	4	3.6	3	7
Nc1nnc(SCC(=O)c2ccc([N+](=O)[O-])cc2)s1	8	-1	2	-10	0.0	2	5
O=C(Cn1cnc2ccccc2c1=O)Nc1ccc(N2CCOCC2)cc1	x	1	-3	13	x	x	3
Cc1cccc(N2CC(O)(c3cccs3)[N+]3=C2CCCCC3)c1 (stereo not given)	x	8	-3	-7	-0.1	x	-1
CC1=CCC2C(=O)N(c3cccc(C(=O)Nc4ccccc4Cl)c3)C(=O)C2C1 (stereo not given)	-5	4	-1	-7	x	10	0
COc1ccc(S(=O)(=O)N2CCOC2CNC(=O)C(=O)NCCc2ccc(S(N)(=O)=O)cc2)cc1 (stereo not given)	-9	-5	-4	4	1.0	3	3
CN1OC[C@@H]2CN3C(=O)N(c4ccccc4)c4ccccc4[C@@H]3C[C@@H]21	-1	-2	-2	-10	0.0	0	-1
Cc1ccccc1S(=O)(=O)N1CC[C@@H]2[C@H]1c1cc(-c3ccccc3)ccc1N(C)[C@H]2CO	-4	6	12	-19	-0.9	-25	-1
OC(CNCC1CCCCC1)COc1ccccc1 (stereo not given)	-2	-8	-1	5	-0.2	12	0

6 of the compounds above, with bars between the fields.
Compound | PglD DTNB | S100A4 MyoIIA | SIRT5 inh | DENV2 CPE rescue | E-sel inducer | Statin myotox sup | ERp5 inh
O=C(Cn1cnc2ccccc2c1=O)Nc1ccc(N2CCOCC2)cc1 | x | 1 | -3 | 13 | x | x | 3
Cc1cccc(N2CC(O)(c3cccs3)[N+]3=C2CCCCC3)c1 (stereo not given) | x | 8 | -3 | -7 | -0.1 | x | -1
CC1=CCC2C(=O)N(c3cccc(C(=O)Nc4ccccc4Cl)c3)C(=O)C2C1 (stereo not given) | -5 | 4 | -1 | -7 | x | 10 | 0
COc1ccc(S(=O)(=O)N2CCOC2CNC(=O)C(=O)NCCc2ccc(S(N)(=O)=O)cc2)cc1 (stereo not given) | -9 | -5 | -4 | 4 | 1.0 | 3 | 3
CN1OC[C@@H]2CN3C(=O)N(c4ccccc4)c4ccccc4[C@@H]3C[C@@H]21 | -1 | -2 | -2 | -10 | 0.0 | 0 | -1
Cc1ccccc1S(=O)(=O)N1CC[C@@H]2[C@H]1c1cc(-c3ccccc3)ccc1N(C)[C@H]2CO | -4 | 6 | 12 | -19 | -0.9 | -25 | -1

More entries.
SMILES	PglD DTNB	S100A4 MyoIIA	SIRT5 inh	DENV2 CPE rescue	E-sel inducer	Statin myotox sup	ERp5 inh
O=C(c1cccs1)N(c1ccc(Cl)cc1)C1C=CS(=O)(=O)C1 (stereo not given)	3	1	-3	-1	-0.2	-32	6
CCC(CC)c1nnc(NC(=O)C23CC4CC(CC(NC(C)=O)(C4)C2)C3)s1	-2	-4	15	-2	-0.7	-2	4
O=C(C[C@H]1CC[C@@H]2[C@H](COC[C@H](O)CN2Cc2nccs2)O1)NCc1ccc(Oc2ccccc2)cc1	4	0	0	18	0.0	13	0
CCC(=O)N1CCC2(CC1)CN(Cc1ccc(Cl)cc1)[C@H](CO)c1[nH]c3cc(OC)ccc3c12	x	-1	-2	2	-0.3	x	-2
C[C@@H]1CN([C@@H](C)CO)C(=O)c2cc(-c3ccc(F)cc3)cnc2O[C@@H]1CN(C)Cc1cccnc1	6	-2	0	0	0.3	-14	0
COc1ccc(CC(=O)NCCc2ccc(Cl)cc2Cl)cc1	-3	-2	3	1	-0.5	3	4
O=C(CN1CCN(Cc2ccc3c(c2)OCO3)CC1)N1CCc2[nH]c3ccc(F)cc3c2C1	4	-4	-2	x	x	-14	1
CCOc1ccc(CN2CCN(C(=O)c3ccco3)CC2)cc1	3	1	1	-4	x	11	3
Cc1ccccc1NC(=O)CN1C(=O)NC(C)(CCc2ccccc2)C1=O (stereo not given)	x	-5	-8	3	x	x	9
CN1CCN(C(=O)c2cc3c(c(-c4cccc(-c5cccc(F)c5)c4)n2)[C@H](CCO)N(S(=O)C(C)(C)C)C3)CC1 (stereo not given in full)	3	-31	1	-7	-0.1	x	0
O=c1[nH]c(N/N=C\c2ccc(F)cc2)nc2ccccc12	x	-3	-1	0	-0.1	x	-1
COc1ccc(N2CC(O)=C(c3nc(-c4ccc(F)cc4)cs3)C2=N)cc1	x	0	-1	-3	x	x	3
CN(C(=O)CN1C(=O)NC(c2ccccc2)(c2ccccc2)C1=O)C1CCS(=O)(=O)C1 (stereo not given)	x	-3	1	4	x	4	-1
Cc1ccc(NC(=O)c2nc[nH]c2C(=O)NCCCNC(=O)c2[nH]cnc2C(=O)Nc2ccc(C)cc2)cc1	3	3	5	x	x	19	-2
C=CCn1c(C)cc(C(=O)COC(=O)c2ccc3c(c2)NC(=O)CS3)c1C	8	-5	2	1	x	3	-3
COc1ccc(CCNC(=O)c2cc3c(=O)n(C)c4ccccc4c3n2C)cc1OC	-3	-3	-2	-5	0.0	x	-1
C/C=C/c1cnc2c(c1)C(=O)N([C@H](C)CO)C[C@H](C)[C@H](CN(C)C(=O)CN1CCOCC1)O2	38	-4	7	5	0.8	-4	-2
Cc1ccsc1/C=N/NC(=O)c1ccc(-n2cccc2)cc1	x	1	0	-2	x	x	1
O=C(CSc1nnc(CNC(=O)c2ccccc2F)o1)NCc1ccccc1	7	-4	0	7	x	-1	-5
Cc1ccc(S(=O)(=O)Nc2cccc3c2O[C@@H](CN(C)Cc2ccc(C(=O)O)cc2)[C@H](C)CN([C@@H](C)CO)C3=O)cc1	-1	-5	1	-6	0.1	-6	0
Cc1nc(SCC(=O)Nc2cc(S(=O)(=O)N3CCOCC3)ccc2Cl)nc(C)c1C	-3	2	1	-7	-0.7	8	-6
O=C(NCCN1C(=O)S/C(=C\c2cccnc2)C1=O)c1cc(S(=O)(=O)N2CCOCC2)ccc1F	-4	-2	3	-1	0.2	-38	-3
COc1ccccc1N1CCN(C2CCCN(C(=O)c3cc(C(C)C)on3)C2)CC1 (stereo not given)	-2	-1	-5	16	0.1	-3	7
COc1ccc(/C=C2/CSC/C(=C/c3ccc(OC)c(OC)c3)C2=O)cc1OC	x	-2	-1	-3	-0.2	x	-1
Cc1ccc(C(=O)NCN2CCN(c3ccccc3)CC2)cc1	-3	0	-3	2	0.0	-14	-2
COC(=O)c1ccc(CNC(=O)c2ccc(S(=O)(=O)N(C)c3ccccc3OC)cc2)cc1	-1	-4	-1	-4	-0.1	9	-1
O=C(Cc1ccc(Cl)cc1)NCCc1cnc[nH]1	5	-1	-3	-4	x	-8	2
CC(=O)c1c(C)[nH]c(C(=O)OCC(=O)NCc2ccc(Cl)cc2)c1C	5	0	1	0	0.1	7	0
O=C(C[C@@H]1CC[C@@H](NC(=O)c2cccc(F)c2)[C@H](CO)O1)NCc1ccc(Oc2ccccc2)cc1	-3	0	2	-9	0.2	2	2
O=C(NC(=S)Nc1ccccc1O)c1cccnc1	-3	-6	0	-4	0.1	3	6

Rewritten as comma-separated lines: part of the list above
mol,PglD DTNB,S100A4 MyoIIA,SIRT5 inh,DENV2 CPE rescue,E-sel inducer,Statin myotox sup,ERp5 inh
O=C(NCCN1C(=O)S/C(=C\c2cccnc2)C1=O)c1cc(S(=O)(=O)N2CCOCC2)ccc1F,-4,-2,3,-1,0.2,-38,-3
COc1ccccc1N1CCN(C2CCCN(C(=O)c3cc(C(C)C)on3)C2)CC1 (stereo not given),-2,-1,-5,16,0.1,-3,7
COc1ccc(/C=C2/CSC/C(=C/c3ccc(OC)c(OC)c3)C2=O)cc1OC,x,-2,-1,-3,-0.2,x,-1
Cc1ccc(C(=O)NCN2CCN(c3ccccc3)CC2)cc1,-3,0,-3,2,0.0,-14,-2
COC(=O)c1ccc(CNC(=O)c2ccc(S(=O)(=O)N(C)c3ccccc3OC)cc2)cc1,-1,-4,-1,-4,-0.1,9,-1
O=C(Cc1ccc(Cl)cc1)NCCc1cnc[nH]1,5,-1,-3,-4,x,-8,2
CC(=O)c1c(C)[nH]c(C(=O)OCC(=O)NCc2ccc(Cl)cc2)c1C,5,0,1,0,0.1,7,0

Going on with the list.
SMILES	PglD DTNB	S100A4 MyoIIA	SIRT5 inh	DENV2 CPE rescue	E-sel inducer	Statin myotox sup	ERp5 inh
CC(CNC(=O)c1ccco1)NC(=O)c1ccco1 (stereo not given)	-2	-2	-7	4	0.6	2	4
C[C@H](CO)N1C[C@H](C)[C@@H](CN(C)C(=O)Nc2ccccc2)Oc2ccc(NS(=O)(=O)c3ccc(Cl)cc3)cc2C1=O	-1	13	x	8	-14	10	2
Cc1ccc(S(=O)(=O)N2CCN(c3ccc(C(F)(F)F)cc3[N+](=O)[O-])CC2)cc1	-7	-2	1	-11	-1.2	x	8
CCC(=O)Nc1ccc2c(c1)C(=O)N(C)[C@H]1CC[C@@H](CC(=O)N3CCc4ccccc4C3)O[C@@H]1CO2	0	2	-4	2	0.0	-4	2
COc1cccc(Cn2cnc3c(N)c(C)c(C)cc32)c1	x	4	1	11	x	2	-10
O=C1CNC[C@H]2[C@@H](c3ccc(C4=CCCC4)cc3)[C@H](CO)N12	x	-3	21*	6	-0.1	x	7
O=C(c1c[nH]c(C(=O)C(Cl)(Cl)Cl)c1)c1ccccc1F	-5	-2	-3	-3	0.3	-2	2
O=C(C[C@H]1CC[C@H](NC(=O)c2cccc(F)c2)[C@H](CO)O1)NCCN1CCCC1	-3	1	0	-1	0.7	-11	-2
Clc1ccc2nc(-c3ccc(Cl)nc3)[nH]c2c1	-2	3	-9	2	-0.1	-33	2
CCCc1cc(=O)[nH]c(SCC(=O)N(CCOC)c2c(N)n(Cc3ccccc3)c(=O)[nH]c2=O)n1	x	-3	-1	-1	2.4	x	0
C[C@H]1CN([C@@H](C)CO)C(=O)c2cc(C#CCc3ccccc3)cnc2O[C@H]1CN(C)C(=O)C1CC1	-4	x	x	x	-0.2	-7	x
O=C(NC1CC1)c1cc2ccccc2o1	-3	-9	-1	-9	-0.3	x	2
COC(=O)[C@]1(Cc2ccccc2)N[C@H](CN(C)C(=O)c2ccc(F)cc2)[C@@H]2C(=O)N(C)C(=O)[C@@H]21	-1	4	x	u	0.2	3	2

Source: PubChem BioAssay

This is a subset; count on the stated rates, not on these rows.
